# Screening results from PubChem BioAssay.
# HCMV antiviral: qHTS Assay for inhibitors of the human cytomegalovirus (HCMV). 410,000 tested, 4.5% active. AID 1259415, 2018. activity change, negative = inhibition, % at 57.5 µM. HFF cells, HCMV-luciferase reporter, 72 h; hits give low values; in the data active = activity change below about -60%; inconclusive = no clear call, values can overlap the other calls; inactive = above about -39%
#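 Luciferase read-out from HCMV-luciferase-infected HFFs (MOI 1 PFU/cell) 72 h post infection at 37C; compounds added after 16 h cell attachment; activity normalized between buffer-only basal and Salinomycin (10uM) inhibitor controls.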
# Tb PYK inh: qHTS of Trypanosoma Brucei Inhibitors; AID 624173, 2012; 410,000 tested, 0.12% active; TbPYK enzyme, Kinase-Glo Plus ATP luminescence, 45 min; Potency, µM (highest dose often 76.8 µM), inactives show at the highest dose activity, negative = inhibition, most hits filed as inhibitors; note: potency is the fitted concentration of half-maximal effect; nearly all actives have a fitted effect of over 50% in size
#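 Enzyme and substrate buffer are dispensed first and compound is pin-transferred. ADP at 130 uM final then starts the reaction, which runs 45 min at room temperature. Detection reagent is added for 10 min before luminescence is imaged.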
# AmpC inh detg: qHTS Inhibitors of AmpC Beta-Lactamase (assay with detergent); AmpC hydrolysis of nitrocefin, absorbance 480 nm, 0.01% Triton; 370,000 tested, 0.041% active; Potency, µM (highest dose often 114 µM), inactives show at the top dose activity change, negative = inhibition, actives largely listed as inhibitors;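 note: potency is the fitted concentration of half-maximal effect; 0% = no-compound wells and -100% = no-enzyme wells; nearly all actives have a fitted effect of over 25% in size; some results filed as inactive show a strong effect at the top dose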
# Target sequence (P00811 whole entry, looked up): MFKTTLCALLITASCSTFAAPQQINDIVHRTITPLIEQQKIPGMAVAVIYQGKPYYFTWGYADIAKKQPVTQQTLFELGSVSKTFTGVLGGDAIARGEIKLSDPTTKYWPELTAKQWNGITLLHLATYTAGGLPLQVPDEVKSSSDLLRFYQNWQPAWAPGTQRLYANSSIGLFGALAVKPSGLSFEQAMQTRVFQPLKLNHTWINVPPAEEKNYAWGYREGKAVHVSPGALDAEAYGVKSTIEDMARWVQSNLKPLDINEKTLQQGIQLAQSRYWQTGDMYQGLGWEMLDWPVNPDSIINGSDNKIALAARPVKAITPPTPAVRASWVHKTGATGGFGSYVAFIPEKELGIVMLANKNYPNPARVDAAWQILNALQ
#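 20 mM phosphate pH 7.0 + 0.01% (detergent screen) or 0.0001% Triton X-100; 5.3 nM AmpC reagent; cpd preinc 15 min RT; nitrocefin (800 uM stock) to start; A480 q20 s × 4 min; Activity was normalised to no-enzyme and no-compound control wells.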
# Sm TGR inh: qHTS Assay for the Inhibitors of Schistosoma Mansoni Peroxiredoxins | Schistosoma mansoni thioredoxin glutathione reductase (TGR), Q962Y6 | purified TGR, DTNB reduction, TNB absorbance 405 nm | Potency, µM (top dose mostly 114 µM), inactives show at the top dose activity change, negative = inhibition, usual class: inhibitors | 360,000 tested, 3% active | AID 485364, 2010; note: potency is the fitted concentration of half-maximal effect; nearly all actives have a fitted effect of over 60% in size
#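 Kinetic colorimetric format: TGR-catalysed, NADPH-driven DTNB reduction monitored via TNB absorbance. Enzyme dispensed at 20 nM; compound exposure 15 min at room temperature before reaction start.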
# LmPK inh: qHTS Assay for Inhibitors of Leishmania Mexicana Pyruvate Kinase (LmPK). Q27686. purified LmPK, Kinase-Glo ATP luminescence, 1 h. Potency, µM (titrated, usually from 57.5 µM), inactives show at the top dose activity change, negative = inhibition, usual class: inhibitors. 290,000 tested, 0.37% active; note: potency is the fitted concentration of half-maximal effect
# Target sequence (Q27686 whole entry, looked up): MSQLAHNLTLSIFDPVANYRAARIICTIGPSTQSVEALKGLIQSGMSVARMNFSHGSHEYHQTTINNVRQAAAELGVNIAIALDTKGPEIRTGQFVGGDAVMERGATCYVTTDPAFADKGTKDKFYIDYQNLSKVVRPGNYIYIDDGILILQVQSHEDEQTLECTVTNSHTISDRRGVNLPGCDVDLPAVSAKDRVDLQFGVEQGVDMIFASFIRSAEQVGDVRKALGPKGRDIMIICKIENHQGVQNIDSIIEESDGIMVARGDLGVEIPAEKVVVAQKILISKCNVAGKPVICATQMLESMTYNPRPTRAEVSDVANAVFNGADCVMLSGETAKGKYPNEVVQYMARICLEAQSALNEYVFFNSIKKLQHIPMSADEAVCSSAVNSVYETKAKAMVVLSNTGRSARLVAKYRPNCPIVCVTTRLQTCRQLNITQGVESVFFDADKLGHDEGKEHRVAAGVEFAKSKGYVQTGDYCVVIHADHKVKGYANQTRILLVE
#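 Pyruvate kinase activity monitored as ATP production (luciferase luminescence). Conditions: 0.1 nM enzyme, 0.5 mM PEP, 0.1 mM ADP, 1 h, RT; normalized against uninhibited and no-enzyme wells.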
# AMA1-RON2 inh: qHTS for Inhibitors of AMA1-RON; Towards Development of Antimalarial Drug Lead: Primary Screen. Plasmodium falciparum AMA1 (3D7) - RON2 peptide interaction. AlphaScreen AMA1-biotinylated RON2 peptide binding. Potency, µM (doses to about 58.2 µM), without a hit: top-dose activity change, negative = inhibition, usual class: inhibitors. 360,000 tested, 0.2% active. AID 720542, 2013;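 note: potency is the fitted concentration of half-maximal effect; 0% = vehicle wells and -100% = peptide control; nearly all actives have a fitted effect of over 45% in size; some results filed as inactive show a strong effect at the top dose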
#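 AMA1 (3D7) with his tag at 25 nM final met compounds first, then biotinylated RON2 peptide at 25 nM; detection used donor plus acceptor beads, 10 µg/mL apiece, read by AlphaScreen after 30 min at room temperature.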
# AmpC inh no detg: qHTS Inhibitors of AmpC Beta-Lactamase (assay without detergent); P00811; AmpC nitrocefin hydrolysis, absorbance 480 nm, 0.0001% Triton; Potency, µM (doses to about 57.1 µM), for inactives: at the highest dose activity change, negative = inhibition, hits mostly inhibitors; 330,000 tested, 0.52% active; AID 485341, 2010;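 note: potency is the fitted concentration of half-maximal effect; plate controls were no compound for no effect and no enzyme for full effect; nearly all actives have a fitted effect of over 20% in size; some results filed as inactive show a strong effect at the top dose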
#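 AmpC (5.3 nM in the dispensed reagent) in 20 mM phosphate pH 7.0 with 0.01% (detergent screen) or 0.0001% Triton X-100 was preincubated with compounds for 15 min at room temperature. Nitrocefin was then added from an 800 uM solution, and hydrolysis was followed at 480 nm.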
# An asterisk follows results filed as active; u = inconclusive; x = not tested or not shown; & = joins results of further samples; [ ] = another dose, or the depositor's remark. Unless noted, calls come from the whole dose curve; as a rule, active = well fitted curve in the direction sought with a large enough effect; inconclusive = small, poorly fitted or top-dose-only effect, or another doubt; inactive = no such curve, though single readings can be large; an effect the other way counts as inactive or inconclusive. Unless noted, % is set by controls: 0 for no effect and ±100 for the full control effect.
# The opening 12 records as a preview:
compound	AmpC inh detg	AMA1-RON2 inh	AmpC inh no detg	Tb PYK inh	HCMV antiviral	LmPK inh	Sm TGR inh
O=C1CS(=O)(=O)C2(C(=O)N(Cc3ccc(F)cc3)c3ccccc32)N1c1cccc(C(F)(F)F)c1 (centres undefined)	19%	x	x	3%	-77*	x	10%
COCC(=O)N1CCC(Oc2ccc(C(=O)NCCc3ncccc3C)cc2)CC1	-1%	1%	-5%	4%	-17	4%	6%
Cc1ccc(NC(=O)N(CCC#N)Cc2ccccc2)cc1	-3%	-7%	-19%	3%	22	3%	-2%
CCOC(=O)[C@H]1[C@H]2COc3ccc(C)cc3[C@@H]2N2C(=O)c3cc(OC)c(OC)cc3NC(=O)[C@@]12C	-10%	61%[activator]	91%[activator]	0%	5	x	-11%
Cc1c(Cl)cccc1NC(=O)CNC(=O)c1ccco1	u	10%	-9%	1%	22	2%	-11%
COc1ccc(C(=O)Oc2cc3c4c(c2)C(C)=CC(C)(C)N4C(=O)C3=O)cc1OC	-9%	3%	-10%	-8%	-14	0%	-4%
Cc1[nH]c2ccccc2c1C(=O)CSc1nccc(=O)[nH]1	2%	4%	-27%	-16%	-33	-14%	0%
CC1(C(=O)Nc2cccc3ncccc23)CCN1C(=O)C1(c2ccccc2)CC1 (centres undefined)	x	3%	x	-3%	-28	x	x
COc1cccc(C(C)(O)c2nc(-c3cnn(C)c3)cs2)c1 (centres undefined)	x	3%	x	2%	-8	x	x
O=C(NCC1CCCN(C(=O)NCc2ccccc2)C1)c1ccc2c(c1)OCO2 (centres undefined)	5%	-3%	-16%	-2%	-14	4%	1%
C/C(CC(=O)Nc1ccc2c(c1)OCCO2)=N\NC(=O)c1ccccc1F	-3%	45%[activator]	-3%	-7%	18	-1%	-17%
COc1ccc(CC(=O)N/N=C(\C)CC(=O)Nc2cccc(F)c2)cc1	-8%	42%[activator]	-16%	-8%	u	7%	-23%

# Results (from the top)
compound	AmpC inh detg	AMA1-RON2 inh	AmpC inh no detg	Tb PYK inh	HCMV antiviral	LmPK inh	Sm TGR inh
O=C1CS(=O)(=O)C2(C(=O)N(Cc3ccc(F)cc3)c3ccccc32)N1c1cccc(C(F)(F)F)c1 (centres undefined)	19%	x	x	3%	-77*	x	10%
COCC(=O)N1CCC(Oc2ccc(C(=O)NCCc3ncccc3C)cc2)CC1	-1%	1%	-5%	4%	-17	4%	6%
Cc1ccc(NC(=O)N(CCC#N)Cc2ccccc2)cc1	-3%	-7%	-19%	3%	22	3%	-2%
CCOC(=O)[C@H]1[C@H]2COc3ccc(C)cc3[C@@H]2N2C(=O)c3cc(OC)c(OC)cc3NC(=O)[C@@]12C	-10%	61%[activator]	91%[activator]	0%	5	x	-11%
Cc1c(Cl)cccc1NC(=O)CNC(=O)c1ccco1	u	10%	-9%	1%	22	2%	-11%
COc1ccc(C(=O)Oc2cc3c4c(c2)C(C)=CC(C)(C)N4C(=O)C3=O)cc1OC	-9%	3%	-10%	-8%	-14	0%	-4%
Cc1[nH]c2ccccc2c1C(=O)CSc1nccc(=O)[nH]1	2%	4%	-27%	-16%	-33	-14%	0%
CC1(C(=O)Nc2cccc3ncccc23)CCN1C(=O)C1(c2ccccc2)CC1 (centres undefined)	x	3%	x	-3%	-28	x	x
COc1cccc(C(C)(O)c2nc(-c3cnn(C)c3)cs2)c1 (centres undefined)	x	3%	x	2%	-8	x	x
O=C(NCC1CCCN(C(=O)NCc2ccccc2)C1)c1ccc2c(c1)OCO2 (centres undefined)	5%	-3%	-16%	-2%	-14	4%	1%
C/C(CC(=O)Nc1ccc2c(c1)OCCO2)=N\NC(=O)c1ccccc1F	-3%	45%[activator]	-3%	-7%	18	-1%	-17%
COc1ccc(CC(=O)N/N=C(\C)CC(=O)Nc2cccc(F)c2)cc1	-8%	42%[activator]	-16%	-8%	u	7%	-23%
Cc1sc2ncnc(OCC(=O)NC(C)C)c2c1C	-5%	-16%	-9%	5%	21	0%	8%
Cc1ccc(-c2csc(N(CCO)CCCn3c(C(F)(F)F)nc4cc(C(F)(F)F)ccc43)n2)cc1	-14%	8%	1%	-8%	6	-1%	-11%
CCCCCN(C(=O)CCC(=O)OCc1ccc(C(C)C)cc1)c1c(N)n(CCCC)c(=O)[nH]c1=O	-8%	14%	29%	-2%	-10	x	1%
COc1ccc(CCNC(=O)C(C)Sc2ccccc2)cc1OC (centres undefined)	-8%	40%[activator]	-8%	1%	-3	-3%	-23%
O=C(NCc1cc(F)cc(C(F)(F)F)c1)C1CCC(=O)N(C2CCCC2)C1 (centres undefined)	1%	1%	54%	-10%	8	5%	-2%
CCOC(=O)c1cc(C)n(CCc2ccccc2)c1C	-14%	-3%	-31%	1%	-1	-1%	1%
Cc1cc(C)cc(NC(=S)N(Cc2ccc(Br)cc2)Cc2ccc(C(=O)O)cc2)c1	-5%	36%[activator]	-38%	-5%	-18	11%	-9%
CCCN1CCN(CCCNC(=S)Nc2ccc(F)cc2)CC1	1%	-3%	-19%	-1%	-21	0%	13%
CC(C)CC(=O)C1=C(O)C(=O)N(Cc2ccccc2)C1c1ccccc1 (centres undefined)	u	-1%	-23%	12%	-10	10%	-21%
COc1ccc(Nc2nc(Cl)nc(NCc3ccco3)n2)c(OC)c1	u	34%	-27%	14%	-8	7%	1%
Cc1cc2oc(C(=O)NCc3ccc4c(c3)OCO4)c(C)c2cc1C	2%	-17%	-26%	-1%	32	0%	18%
CC1(C)C(=O)Nc2ccccc2N1C(=O)COc1ccccc1C#N	x	-5%	-15%	-8%	28	x	x
COc1ccc(C)cc1NC(=O)C(=O)NCc1ccncc1	-3%	3%	1%	-7%	-16	3%	4%
Cc1ccccc1CC1S/C(=N/N=C/c2ccco2)NC1=O (centres undefined)	5%	x	-19%	x	14	3%	-16%
CC(=O)Nc1ccc(C(=O)NNC(=O)c2ccc(Cl)cc2)cc1	u	11%	-9%	3%	64	5%	-16%
CS(=O)(=O)N1CCN(C(=O)CCC2CCCC2)CC1	-1%	4%	-1%	-7%	-17	3%	9%
COc1cccc(-c2csc(NC(=O)Nc3ccccc3)n2)c1	3%	-9%	-38%	9%	u	0%	9%
O=c1[nH]oc2cc(Cl)ccc12	-5%	-3%	-10%	2%	7	-6%	-11%
Cc1ccc(C(=O)NCC(=O)N(C)CC(=O)Nc2c(Cl)cccc2Cl)s1	u	5%	-11%	6%	-14	x	-7%
COc1ccc(S(=O)(=O)N2CCN(CC(=O)NCC3(N4CCOCC4)CCCCC3)CC2)cc1	-13%	-7%	34%	1%	-36	x	-2%
O=C(NC1CCCCC1)N1CCN(C(c2ccccc2)c2ccccc2)CC1	-9%	35%	21%	3%	-13	6%	1%
Cc1ccc(C(=O)OCC(=O)Nc2cccc(S(=O)(=O)N3CCOCC3)c2)o1	2%	-1%	-24%	2%	-17	x	-4%
O=C(COc1ccccc1)NCC(=O)Nc1ccncc1	3%	-7%	-8%	-2%	-13	x	-7%
Cc1ccc(C2NC(=S)NC(c3ccc(C)cc3)C23C(=O)NC(=O)NC3=O)cc1 (centres undefined)	0%	-5%	-10%	-3%	56	10%	3%
CCn1c(CN2CCC(C)CC2)nc2cc(NC(=O)c3cccc([N+](=O)[O-])c3)ccc21	15%	x	x	-7%	-9	x	3%
CCN(CC)CC(O)c1cccn1-c1ccc(CNC(=O)NC(C)C)cc1 (centres undefined)	8%	-4%	16%	-1%	-66*	6%	-3%
Cc1ccc(CNC(=O)c2ccc(N3CCC4(CC3)CC(c3cccc(Br)c3)=NO4)c(N)c2)cc1	-1%	-19%	-23%	-4%	-12	x	-3%
CC(=O)c1cnc(Nc2nc(C)c3cc(C)c(C)cc3n2)nc1C	0%	20%	-10%	5%	-16	4%	-1%
CCn1c(SCC(=O)NNC(=O)c2ccc(C)cc2)nnc1C1CC1	-4%	3%	-2%	1%	16	-2%	-16%
COc1ccccc1-c1cc(C(=O)N/N=C/c2ccoc2)c2ccccc2n1	-1%	17%	10%	5%	-23	7%	0%
Cc1ccccc1OCC(O)CN1CCCCC1 (centres undefined)	-9%	-4%	35%	5%	23	6%	5%
Cc1ccc2c(c1)-c1onc(C(=O)N(C)c3ccc(F)cc3)c1CO2	16%	x	x	-9%	0	x	-4%
Cc1cc2c(cc1C)C(c1cccc([N+](=O)[O-])c1)CC(=O)N2 (centres undefined)	-5%	-3%	-12%	19%	4	2%	0%
O=C(O)c1ccc(CNCc2c(Cl)cccc2Cl)cc1	u	2%	-6%	-5%	1	-2%	-3%
Cc1nc2scc(C)n2c(=O)c1S(=O)(=O)Nc1ccc(N2CCOCC2)c(Cl)c1	3%&-7%	15%	2%	3%&5%	u	6%	0%&2%
O=C(O)CCCCCNC(=O)c1ccc(Br)cc1	-10%	2%	-11%	2%	7	0%	-20%
COc1ccc(CNC(=O)CCc2c[nH]c3ccccc23)cc1	-6%	3%	-27%	0%	-12	1%	-5%
Cc1cccc(C(=O)N2CCCC(N3CCN(c4cccc(Cl)c4)CC3)C2)n1 (centres undefined)	2%	5%	82%[activator]	4%	57	-8%	-2%
Cc1ccc(S(=O)(=O)NCc2nc3ccccc3c(=O)n2N)cc1	4%	-7%	-23%	u	-1	2%	2%
COc1ccc(N2CCN(S(=O)(=O)c3ccc(OC)c(C(=O)N4CCOCC4)c3)CC2)cc1	-3%	-13%	91%[activator]	0%	0	2%	10%
Cc1ccc(-n2c(=O)c3ccc(C(=O)NCc4ccccc4Cl)cc3n(CC(=O)Nc3ccc(C)cc3C)c2=O)cc1	1%	x	x	-3%	-5	x	1%
